PRMT1 inh: PRMT1 methyltransferase inhibitors, primary screen, biochemical, fluorescence polarization. Protein arginine N-methyltransferase 1 (Homo sapiens), Q99873. recombinant PRMT1, activity-based probe fluorescence polarization. inhibition, % at 2.79 µM. hit rate 1.3% among 370,000. AID 652257, 2013;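 active = inhibition above about 21% made by adding two undisclosed values, limit read from the data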
Tn7 DDE FP: inhibitors of Tn7 peptide binding to fibrin DD(E), primary screen, biochemical, fluorescence polarization, human fibrin, Tn7 probe; inhibition, % at 8.3 µM; hit rate 0.13% among 370,000; Fibrinogen beta chain (Homo sapiens), P02675; FP displacement of FITC-Tn7 peptide from fibrin DD(E); 0% = median of compound wells per plate;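 active = inhibition above the mean of compounds falling within the control limits plus 3 SD of them, cut at about 14% in these data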;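 also: 0% = plate median of compound wells and 100% = 10 µM Aha-Tn7 peptide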
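System: human fibrin DD(E); quantity: Fibrin-DD(E) at 2 µM final; also added: fluorescent Tn7 probe at 0.1 µM; compound dosing: single nominal test concentration of 8.3 µM per compound; schedule: 10 min preincubation, 3 h with tracer, room temperature; detection: fluorescence polarization of the labelled Tn7 tracer; repeats: one replicate per compound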
KLK7 zymogen act: proKLK7 zymogen activators, primary screen, biochemical, fluorescence intensity; Kallikrein-7 (Homo sapiens), P49862; purified proKLK7, EDANS-DABCYL substrate fluorescence; 100% is mature enzyme control, 0% vehicle; activation, % at 7 µM; hit rate 0.9% among 370,000;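 active = activation above the mean of all tested compounds plus 3 SD, computed per campaign excluding outliers beyond control limits, cut at about 13% in these data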
Target sequence (P49862 whole entry, looked up): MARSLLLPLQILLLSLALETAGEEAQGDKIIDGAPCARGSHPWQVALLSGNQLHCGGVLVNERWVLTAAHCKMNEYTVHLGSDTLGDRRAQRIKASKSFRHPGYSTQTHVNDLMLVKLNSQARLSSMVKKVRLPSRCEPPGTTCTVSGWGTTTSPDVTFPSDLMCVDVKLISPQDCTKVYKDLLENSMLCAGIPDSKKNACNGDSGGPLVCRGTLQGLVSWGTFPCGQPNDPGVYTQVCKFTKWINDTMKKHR
TCR-CD3 inh: inhibitors of human TCR-CD3 interaction, primary screen, biochemical, fluorescence, TAMRA-labeled TCR probe; T-cell receptor (TCR); inhibition, % at 9.4 µM; hit rate 0.37% among 360,000; AID 651800, 2012; in the data active = inhibition above about 19%;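 also: recombinant mutant TCR 2C K166C tagged with TAMRA read by polarization; 0% = receptor in buffer alone and 100% = receptor with positive control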
LEDGF integ inh: blockers of LEDGF/p75-dependent integrase strand transfer – biochemical, TR-FRET, high throughput, primary screen. HIV-1 integrase (with human LEDGF/p75). TR-FRET IN-LEDGF/p75 DNA integration, Eu/Cy5. inhibition, % at 3.7 µM. hit rate 0.64% among 370,000;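 active = inhibition above the screen-wide mean plus 3 SD, cut at about 13% in these data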;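 also: signal is the Cy5 over europium emission ratio at 671 and 618 nm; 0% = plate median of compound wells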
UHRF1 MBD2 ctr: UHRF1 methylated DNA binding inhibitors, primary screen, counter-screen for MBD2 inhibitor project, biochemical, TR-FRET, human UHRF1, single concentration; hit rate 0.75% among 370,000; inhibition, % at 4.4 µM; UHRF1 binding to methylated oligo; in the data active = inhibition above about 21%;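 also: UHRF1 SRA domain binding a hemimethylated CpG hairpin DNA probe; 0% = median of test compound wells and 100% = reference inhibitor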
Target sequence (Q96T88 whole entry, looked up, the tested form may be a part): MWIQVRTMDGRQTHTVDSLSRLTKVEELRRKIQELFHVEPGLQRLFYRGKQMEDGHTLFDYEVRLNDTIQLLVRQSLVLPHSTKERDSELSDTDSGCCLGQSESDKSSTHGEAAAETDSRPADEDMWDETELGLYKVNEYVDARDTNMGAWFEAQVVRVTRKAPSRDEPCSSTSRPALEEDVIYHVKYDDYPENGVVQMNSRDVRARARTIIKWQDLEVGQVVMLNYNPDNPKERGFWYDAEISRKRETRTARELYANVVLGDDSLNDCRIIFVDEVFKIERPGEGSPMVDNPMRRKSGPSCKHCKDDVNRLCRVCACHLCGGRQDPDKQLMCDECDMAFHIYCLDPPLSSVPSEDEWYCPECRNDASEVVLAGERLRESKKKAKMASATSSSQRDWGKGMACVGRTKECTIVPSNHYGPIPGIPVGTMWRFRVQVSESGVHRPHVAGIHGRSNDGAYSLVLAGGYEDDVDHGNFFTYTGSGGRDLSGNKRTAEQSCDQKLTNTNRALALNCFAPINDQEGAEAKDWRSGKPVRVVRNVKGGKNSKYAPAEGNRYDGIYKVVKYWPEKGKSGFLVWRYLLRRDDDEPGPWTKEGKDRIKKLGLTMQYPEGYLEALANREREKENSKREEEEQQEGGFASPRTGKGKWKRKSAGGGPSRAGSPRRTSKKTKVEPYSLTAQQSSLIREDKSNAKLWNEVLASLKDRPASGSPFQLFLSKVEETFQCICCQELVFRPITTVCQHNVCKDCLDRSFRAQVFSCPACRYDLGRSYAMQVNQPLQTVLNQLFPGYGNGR
TDP2 inh: human TDP2 enzyme inhibitors, primary screen, biochemical, epi absorbance, recombinant enzyme; Tyrosyl-DNA phosphodiesterase 2 (Homo sapiens), O95551; T5PNP hydrolysis, p-nitrophenol absorbance 415 nm; inhibition, % at 12.8 µM; hit rate 0.34% among 370,000;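 active = inhibition above the mean of all tested compounds plus 3 SD, set per campaign, cut at about 25% in these data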;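 also: 0% = DMSO with enzyme and 100% = buffer with substrate but no TDP2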
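test system = human TDP2 enzyme | input = TDP2 enzyme at 120 nM final | medium = 50 mM Tris-HCl pH 7.5 with Mg2+, KCl, DTT, BSA | also added = T5PNP substrate, 5 mM | times = 2 h at 37 °C | technique = epi absorbance | benchmarks = high control without enzyme, low control DMSO plus TDP2 | replication = each compound tested once, singlicate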
SIAE inh: human SIAE inhibitors, primary screen, biochemical, fluorescence polarization, FP-Rh probe, 1536-well HTS. hit rate 0.69% among 370,000. Sialate O-acetylesterase (Homo sapiens), Q9HAT2. inhibition, % at 9.66 µM. SIAE FP-Rh probe binding;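 active = inhibition above a cutoff: mean of compounds within the control limits plus 3 SD of those, cut at about 17% in these data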;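 also: 0% = plate median of compound wells and 100% = probe without SIAE protein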
DDE Tn6 FP inh: inhibitors of Tn6 peptide binding to fibrin DD(E), primary screen, biochemical, fluorescence polarization, human fibrin, Tn6 probe; Fibrinogen beta chain (Homo sapiens), P02675; Fibrin DD(E) TRITC-Tn6 fluorescence polarization displacement; inhibition, % at 8.3 µM; hit rate 0.21% among 370,000; AID 720509, 2013;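 active = inhibition above a per-campaign cutoff: mean of compounds within control limits plus 3 SD, cut at about 15% in these data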;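 also: 0% = median of all compound wells on the plate and 100% = blocking peptide control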
MBD2 inh: inhibitors of MBD2 binding to methylated DNA, primary screen, biochemical, TR-FRET, DNA-binding domain, human. hit rate 0.31% among 370,000. inhibition, % at 4.4 µM. MBD2 binding to methylated oligonucleotide; in the data active = inhibition above about 13%
Numbers without * were called inactive; & = joins results of further samples.

SMILES	PRMT1 inh	Tn7 DDE FP	KLK7 zymogen act	TCR-CD3 inh	LEDGF integ inh	UHRF1 MBD2 ctr	TDP2 inh	SIAE inh	DDE Tn6 FP inh	MBD2 inh
Cc1cc(NC(=O)CSc2nc(-c3ccco3)cc(C(F)(F)F)n2)n(-c2ccccc2)n1	-1	0	0.4	0	-5	2	-3	-3	-2	3
Cc1oc2ccc(NS(=O)(=O)c3ccccc3)cc2c1C(=O)Nc1ccccc1	2	-4	-0.1	8	2	0	-1	-11	-8	-1
Cc1ccccc1CC(=O)c1ccc(O)c(C)c1O	4	-7	0.0	-4	0	3	-4	-2	-4	4
CCn1c(SCC(=O)c2ccccc2)nc2ccccc2c1=O	1	6	0.1	0	1	-2	-11	5	4	-3
Cc1ccc(-c2cc(C(=O)N3CCN(c4ncccn4)CC3)c3ccccc3n2)cc1	0	5	-0.3	5	0	0	3	-2	2	-4
CO[C@@H]1[C@@H](OC(N)=O)[C@@H](O)[C@H](Oc2ccc3c(O)c(NC(=O)c4ccc(O)c(CC=C(C)C)c4)c(=O)oc3c2C)OC1(C)C	-1	4	0.1	1	-1	-3	-5	0	1	-4
CCOC(=O)c1ccc(S(=O)(=O)N2CC(=O)Nc3ccccc32)cc1	3	-1	6.9	0	3	-2	-18	0	-5	-8
COc1ccc(NC(=O)N(Cc2cc3cc(OC)c(OC)cc3[nH]c2=O)CC2CCCO2)cc1 (centres undefined)	2	-3	1.7	5	2	3	-3	5	6	-1
Cc1ccc(CNC(=O)c2ccc(Cl)cc2[N+](=O)[O-])cc1	-3	4	0.0	-5	-5	-1	1	3	-3	1
CCOc1ccc(S(=O)(=O)N2CCC(C(=O)N3CCOCC3)CC2)cc1C	-3	-9	-0.6	-1	0	-2	9	-6	0	-1

Molecules shown so far with a halogen:
SMILES	PRMT1 inh	Tn7 DDE FP	KLK7 zymogen act	TCR-CD3 inh	LEDGF integ inh	UHRF1 MBD2 ctr	TDP2 inh	SIAE inh	DDE Tn6 FP inh	MBD2 inh
Cc1cc(NC(=O)CSc2nc(-c3ccco3)cc(C(F)(F)F)n2)n(-c2ccccc2)n1	-1	0	0.4	0	-5	2	-3	-3	-2	3
Cc1ccc(CNC(=O)c2ccc(Cl)cc2[N+](=O)[O-])cc1	-3	4	0.0	-5	-5	-1	1	3	-3	1

Following part
SMILES	PRMT1 inh	Tn7 DDE FP	KLK7 zymogen act	TCR-CD3 inh	LEDGF integ inh	UHRF1 MBD2 ctr	TDP2 inh	SIAE inh	DDE Tn6 FP inh	MBD2 inh
O=C1OCCC1S(=O)(=O)c1ccc2ccccc2c1 (centres undefined)	-2	-1	0.5	7	2	-1	11	-1	-1	5
Cc1cc(C)nc(NS(=O)(=O)c2ccc(N)cc2)n1	-1	0	0.2	5	-2	0	12	7	2	2
O=C(c1cn(-c2ccccc2)nc1-c1cccs1)N(CCO)Cc1ccccc1	1	-7	0.0	0	0	4	-6	-10	-7	1
CSc1ccc(CN(C)C(=O)c2cc(Cl)c3c(c2)OCCO3)cc1	0	0	0.0	0	1	1	0	-2	-2	3
COc1ccc(-c2noc(-c3cccc(OC)c3OC)n2)cc1OC	-2	-1	-0.2	8	-4	-2	7	-12	-2	-2
Cc1cccc(N2CCN(C(=O)c3cccn4c(=O)c5c(C)c(C)sc5nc34)CC2)c1C	-1	-6	-1.5	2	-2	0	5	3	-4	-2
CCC(=O)Nc1cccc(C2=NN(c3ccccc3)C(c3ccc(OC)cc3)C2)c1 (centres undefined)	-5	0	-13	4	4	-1	-1	14	4	-1
CCOC(=O)C1C(=O)C=C(/C=C/c2ccccc2)CC1c1ccc(Cl)cc1 (centres undefined)	1	-1	0.5	-8	2	4	-13	-4	-9	3
Cc1nc(NC(=O)C(C)(C)C)sc1C(=O)Cn1cc(-c2ccc(C(C)(C)C)cc2)nn1	-1	2	-0.7	-3	1	1	12	6	-4	1
CC(C)OC(=O)CN1C(=O)C(C)(C)Oc2ccc(C(=O)NC(C)(C)C)cc21	0	-4	0.2	1	-2	-1	-10	-6	-6	4
COc1cc(C(=O)NCC2CCCO2)ccc1OCc1c(C)noc1C (centres undefined)	-1	-4	-0.1	7	1	-2	5	3	0	-3
Cc1noc(C)c1CSCC(=O)N(C)CC(=O)Nc1ccccc1C(F)(F)F	2	-3	1.0	-15	3	3	-24	0	4	-4
O=C(N/N=C/c1ccccc1Cl)c1ccc(F)cc1	-1	10	0.4	-4	2	-2	7	-4	2	0
CC1(C)CC(NC(=O)COc2cc3oc(=O)c4c(c3cc2Cl)CCC4)CC(C)(C)N1	-3	4	0.2	3	4	-7	7	4	5	2
Cc1cc(C)c(C#N)c(SCC(=O)NC(C)(C)C)n1	0	-5	-0.2	3	-4	-2	-8	4	1	0
CCc1ccc(C(C(=O)NC2CCCC2)N(C(=O)c2csnn2)C2CC2)cc1 (centres undefined)	5	0	-0.4	-3	-9	1	-4	-37	-6	2
Cc1cc(NS(=O)(=O)c2ccc(NC(=O)C(C)Oc3cc(C)c(Cl)c(C)c3)cc2)no1 (centres undefined)	-4	-2	-0.3	-2	0	1	13	-4	7	0
COc1cccc(S(=O)(=O)NCC(=O)Nc2ccc(C(C)(C)C)cc2)c1	-4	0	-0.3	5	0	0	-2	-1	4	-2
Cc1ccc(-c2noc(CCC(=O)NCc3ccc4c(c3)OCO4)n2)cc1	1	-5	-0.3	-2	-2	-1	6	-2	4	-5
Cc1cc(CNC[C@H]2O[C@@H](n3cnc(C(N)=O)n3)[C@H](O)[C@@H]2O)c(C)n1-c1cccnc1	9	10	0.4	-1	-1	-5	-1	11	4	-7
O=c1c(-c2ccco2)nc2ccccc2n1C(CCc1ccccc1)c1nc2ccccc2[nH]1 (centres undefined)	5	-9	-2.3	-11	6	-3	-10	-17	2	2
COc1ccc(-n2nnnc2C(CCc2ccccc2)N2CCN(C/C=C/c3ccccc3)CC2)cc1 (centres undefined)	-3	0	-0.3	-1	-5	-2	-10	0	11	-1
CC(C)CCOP(=O)(c1ccc(N(C)C)cc1)C(O)c1ccccn1 (centres undefined)	-1	6	0.5	-1	1	1	15	1	3	1
CC(=O)NC(CC(=O)Nc1nccs1)c1ccccc1 (centres undefined)	0	-5	-0.3	2	-1	5	-9	-3	-3	0
COC(=O)c1cccc(C23CC4(C2)[C@H](CN(Cc2ccc(C(F)(F)F)cc2)[C@@H]4c2ccccc2)C3c2ccc(C(F)(F)F)cc2)c1 (some centres undefined)	2	-2	-0.3	-3	1	5	5	-1	0	-4
CC(C)CC1NC(=O)c2ccccc2-n2c1nc1ccc(F)cc1c2=O (centres undefined)	0	5	0.3	4	-2	-1	3	-1	8	-6
CC(C)C1C(=O)N(Cc2cn(Cc3ccco3)nn2)CCS(=O)(=O)N1Cc1ccc(-c2ccncc2)cc1 (centres undefined)	0	1	0.4	5	2	-2	-4	4	-2	-6
CC1CCN(C(=O)CSc2nnc(-c3ccncc3)n2C)CC1	0	2	-0.3	-3	3	3	4	3	-2	2
COc1ccc([C@H]2CC(=O)C=C(c3ccc(OC(F)(F)F)cc3)C2)cc1	0	10	-0.5	-1	-4	1	0	-3	4	0
CCn1c(N)c(C(=O)NCc2cccnc2)sc1=S	5	-6	0.0	12	0	-4	7	-1	2	-3
CCCC(CCC)=NNC(=O)CN(Cc1ccccc1)S(=O)(=O)c1ccccc1	1	-4	-0.6	-1	-6	0	-9	-9	-5	-2
Cc1ccc(OCC(=O)NNC(=O)C2CCCO2)c(C)c1 (centres undefined)	4	2	-0.2	-6	-1	3	5	8	-7	18*
Cc1ccc(Cc2nnc(SCC(=O)Nc3ccccc3Cl)[nH]c2=O)cc1	2	1	-0.5	-2	2	3	-9	-11	-6	3
Cc1cc(NC(=O)CSc2nc3c(c(=O)n2-c2ccc(Br)cc2)SCC3)no1	3	-1	0.3	2	6	-2	6	-18	1	0
CCCN(C(=O)c1ccccc1Cc1ccccc1)C1CCS(=O)(=O)C1 (centres undefined)	-3	3	-0.2	3	-3	-4	2	-6	-6	5
COc1cccc(S(=O)(=O)NCc2ccc(C(=O)N3CCN(Cc4ccccc4)CC3)cc2)c1	1	3	0.0	5	0	-2	14	8	-1	1
O=C(Cc1ccc([N+](=O)[O-])cc1)NNC(=O)c1ccc2c(c1)OCO2	5	-3	0.0	-4	1	2	3	4	0	-5
O=C(CCN1CCOCC1)NNC(=O)/C(=C/c1ccccc1)NC(=O)c1ccccc1	-2	-2	0.2	6	-5	-1	5	-1	-4	-1
CC(C)(C)NC(=O)[C@@H]1C[C@@H]2CCCC[C@@H]2CN1C[C@@H](O)[C@H](Cc1ccccc1)NC(=O)[C@H](CC(N)=O)NC(=O)c1ccc2ccccc2n1	-2&0	3&0	0.0&-0.2	2&0	2&-1	-1&-3	-4&-1	-10&-2	0&-2	0&-6
CCCS(=O)(=O)NC(=O)C1(C)CCCN(C(=O)c2ccc(SC(F)(F)F)cc2)C1 (centres undefined)	0	-5	-0.1	0	0	-2	-1	0	-2	-3
Clc1ccc(OCc2nc(-c3ccccn3)no2)c(Br)c1	3	-4	-0.8	-7	-7	5	-6	2	-2	5
Cc1cccn2c(=O)c3cc(C(=O)NCC4CCCO4)c(=N)n(CC4CCCO4)c3nc12 (centres undefined)	8	3	145*	-3	-3	5	-13	-11	-5	2
CCOc1ccccc1C(=O)Oc1cc(C)[nH]c(=O)c1[N+](=O)[O-]	0	-3	-0.9	2	-2	-2	5	-7	3	-1
O=C(CSc1nnnn1-c1ccccc1)N1CCc2ccccc21	0	6	0.6	-3	0	3	-4	-1	2	5
Cc1ccc(C(=O)NCC(=O)Nc2ccncc2)cc1	1	-9	0.4	6	1	1	6	-3	7	1
CCCSc1oc(-c2ccco2)nc1S(=O)(=O)c1ccc(C)cc1	3	-6	-0.4	1	1	0	8	-1	-2	0
Cc1cc(C)n(CC(=O)c2ccc(Br)cc2)c(=O)c1C#N	2	-8	0.0	-4	2	-2	1	3	-3	-2
O=C(C1CCN(S(=O)(=O)c2cccc3nsnc23)CC1)N1CCc2ccccc2C1	2	0	0.5	1	-1	2	13	-1	8	-3
Cc1nc2n(n1)C(c1ccccc1)C1=C(CC(c3ccco3)CC1=O)N2 (centres undefined)	1	7	-8.6	2	-1	2	-1	-1	-6	3
O=C(COC(=O)CNC(=O)c1ccccc1)Nc1ccccc1Cl	-1	2	-0.5	-6	-1	1	-8	0	-1	5

High-throughput results from PubChem BioAssay.
